# Compound activity (PubChem)
# NOD2-RIPK2 inh: NOD2-RIPK2 binding disruptors in cells, primary screen, fluorescence, CHO cells, BLA complementation. Receptor-interacting serine/threonine-protein kinase 2 (Homo sapiens), O43353. CCF4 ratio. inhibition, % at 4.98 µM. actives 0.38% (n = 360,000). AID 624267, 2012; in the data active = inhibition above about 21%;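 note: 0% = vehicle only and 100% = reference blocker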
# NR5A2 inv ag: LRH-1 (NR5A2) inverse agonists, primary screen, cell-based, luminescence, HEK293T, StAR-luciferase reporter; LRH-1 transfected, 24 h; Nuclear receptor subfamily 5 group A member 2 (Homo sapiens), O00482; actives 0.13% (n = 360,000); inhibition, % at 3.6 µM;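 active = inhibition above the mean inhibition of all tested compounds plus 3 SD, cut at about 73% in these data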;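 note: 0% = DMSO wells and 100% = reporter-only cells lacking LRH-1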
# TLR9-MyD88 inh: inhibitors of TLR9-MyD88 association in cells, primary screen, cell-based, CHO, BLA complementation, fluorescence | Toll-like receptor 9 (Homo sapiens) + Myeloid differentiation primary response protein … | CCF4 FRET ratio | inhibition, % at 4.98 µM | actives 0.21% (n = 340,000);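 active = inhibition above the mean over all tested compounds plus 3 SD, cut at about 21% in these data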;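 note: 0% = DMSO only wells and 100% = clavulanate BLA inhibitor control wells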
# Vif imaging: HIV Vif self-association inhibitors, primary screen, imaging, HEK293T, single point; HEK293T cells, Vif self-association by quenched fluorescence, 24 h; inhibition, % at 7.49 µM; actives 0.35% (n = 340,000); AID 602346, 2012; in the data active = inhibition above about 50%, passing the limit was not always enough; inconclusive = no clear call, values can overlap the other calls; inactive = below about 31%; note: some results filed as inactive read as strong as hits
# TRAIL sens C8: viability loss with TRAIL in NB7+C8 cells, primary screen, TRAIL sensitizer project, cell-based, ATPlite luminescence. inhibition (viability loss, TRAIL sensitization), % at 10 µM. actives 1% (n = 360,000). AID 624354, 2012;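 active = compounds causing at least 50% loss of cell viability in the single-dose screen, relative to plate controls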
# TROY signal inh: inhibitors of TROY-driven NF-kB signaling, primary screen, Q293 LMP1-TROYcd cells, NF-kB luciferase, uHTS; Q293 LMP1-TROYcd NF-kB luciferase reporter, 4 h; inhibition, % at 10 µM; actives 0.98% (n = 360,000);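 active = compounds whose plate-normalised and pattern-corrected inhibition of the luciferase reporter signal at the single screening dose is 50% or more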
# SRC1 inh: SRC1 coactivator transcriptional activity inhibitors, primary screen, cell-based, luminescence | inhibition, % at 3.6 µM | Nuclear receptor coactivator 1 (Homo sapiens), Q15788 | actives 0.12% (n = 360,000) | AID 588354, 2011 | HEK293 GAL4-SRC1 luciferase reporter;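 active = inhibition above the campaign mean plus 3 SD, with each screening campaign given its own cutoff, cut at about 60% in these data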;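 note: 0% = DMSO treated cells and 100% = gossypol at 36 µM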
# Target sequence (Q15788 whole entry, looked up, the tested form may be a part): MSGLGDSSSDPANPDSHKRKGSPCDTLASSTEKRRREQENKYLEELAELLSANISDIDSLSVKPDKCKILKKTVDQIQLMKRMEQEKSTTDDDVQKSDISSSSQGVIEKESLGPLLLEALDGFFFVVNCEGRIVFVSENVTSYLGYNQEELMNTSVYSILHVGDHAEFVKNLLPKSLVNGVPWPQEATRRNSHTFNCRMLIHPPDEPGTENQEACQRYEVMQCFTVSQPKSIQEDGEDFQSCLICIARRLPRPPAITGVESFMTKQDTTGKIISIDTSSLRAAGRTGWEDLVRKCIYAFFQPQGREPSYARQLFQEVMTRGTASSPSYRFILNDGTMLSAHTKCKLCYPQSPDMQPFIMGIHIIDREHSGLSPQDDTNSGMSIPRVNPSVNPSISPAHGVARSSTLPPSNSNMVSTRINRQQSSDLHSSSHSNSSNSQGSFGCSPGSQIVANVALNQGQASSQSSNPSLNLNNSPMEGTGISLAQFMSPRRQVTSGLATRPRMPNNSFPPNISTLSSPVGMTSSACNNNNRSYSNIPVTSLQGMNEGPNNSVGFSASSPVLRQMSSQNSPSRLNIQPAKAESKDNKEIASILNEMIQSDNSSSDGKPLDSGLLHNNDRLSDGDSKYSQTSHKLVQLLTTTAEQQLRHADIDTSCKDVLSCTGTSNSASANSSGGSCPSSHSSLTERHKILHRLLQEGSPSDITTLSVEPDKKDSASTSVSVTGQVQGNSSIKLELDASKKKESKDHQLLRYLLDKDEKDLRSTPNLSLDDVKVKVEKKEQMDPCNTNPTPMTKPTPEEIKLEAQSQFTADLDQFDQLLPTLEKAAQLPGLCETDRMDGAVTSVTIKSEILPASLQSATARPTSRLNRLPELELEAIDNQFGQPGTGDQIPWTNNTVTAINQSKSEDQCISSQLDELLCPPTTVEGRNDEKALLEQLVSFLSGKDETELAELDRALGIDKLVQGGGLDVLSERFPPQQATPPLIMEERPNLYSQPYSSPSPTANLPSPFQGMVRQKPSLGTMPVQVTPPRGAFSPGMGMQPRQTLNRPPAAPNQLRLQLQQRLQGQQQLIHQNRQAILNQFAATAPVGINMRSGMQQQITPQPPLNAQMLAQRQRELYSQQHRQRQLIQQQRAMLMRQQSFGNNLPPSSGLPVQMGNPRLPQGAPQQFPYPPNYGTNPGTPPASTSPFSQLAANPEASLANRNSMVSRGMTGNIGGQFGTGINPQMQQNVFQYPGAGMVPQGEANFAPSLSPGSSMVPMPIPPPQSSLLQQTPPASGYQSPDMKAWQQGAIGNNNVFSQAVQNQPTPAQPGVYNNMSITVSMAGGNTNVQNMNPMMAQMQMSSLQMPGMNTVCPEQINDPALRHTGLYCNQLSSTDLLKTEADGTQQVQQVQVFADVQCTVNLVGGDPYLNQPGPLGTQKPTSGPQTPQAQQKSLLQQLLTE
# NR2F2 inh: NR2F2 transcriptional activity inhibitors, primary screen, cell-based, luciferase reporter, HEK293T, luminescence. COUP transcription factor 2 (Homo sapiens), P24468. HEK293T NGFI-A luciferase reporter. inhibition, % at 8.6 µM. actives 0.7% (n = 370,000). AID 686940, 2013;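 active = inhibition above a per-plate cutoff, mean inhibition of test wells between control levels plus 3 SD, cut at about 38% in these data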;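 note: cells cotransfected with COUP-TFII expression vector driving the NGFI-A reporter; 0% = median of COUP-TF2 test wells and 100% = reporter-only cells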
# SRC2 inh: inhibition of GAL4-SRC2 driven luciferase reporter, primary screen, SRC2 inhibitor project, cell-based, luminescence | HEK293 GAL4-SRC2 luciferase reporter | Nuclear receptor coactivator 2 (Homo sapiens), Q15596 | actives 0.17% (n = 370,000) | AID 651957, 2012 | inhibition, % at 9 µM;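 active = inhibition above the mean inhibition of all tested compounds plus 3 SD, set per campaign, cut at about 52% in these data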;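 note: 0% = DMSO treated cells and 100% = cells given Gossypol at 36 µM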
# NCOA3 inh: SRC3 coactivator transcriptional activity inhibitors, primary screen, cell-based, luminescence. HEK293 GAL4-SRC3 luciferase reporter. actives 0.17% (n = 360,000). Nuclear receptor coactivator 3 (Homo sapiens), Q9Y6Q9. inhibition, % at 3.6 µM;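 active = inhibition above a per-campaign cutoff, the mean of all compounds plus 3 SD, cut at about 60% in these data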;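 note: 0% = DMSO-treated cells and 100% = gossypol-treated cells at 36 µM; higher means less SRC3-driven luciferase light from the GAL4 reporter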
# EBV LMP1 NFkB: EBV LMP1-driven NF-kappaB luciferase reporter inhibitors, primary screen, cell-based, luminescence, single point; LMP1-induced NF-kappaB luciferase reporter cells; inhibition, % at 12.5 µM; actives 0.69% (n = 350,000); in the data active = inhibition above about 41%; inconclusive = no clear call, values can overlap the other calls;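 note: 0% = neutral control wells and 100% = reference inhibitor control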
# Numbers without * were called inactive; ? = inconclusive; . = no result given. These rows are one share of the data; count on the stated rates, not on these rows.
smiles,NOD2-RIPK2 inh,NR5A2 inv ag,TLR9-MyD88 inh,Vif imaging,TRAIL sens C8,TROY signal inh,SRC1 inh,NR2F2 inh,SRC2 inh,NCOA3 inh,EBV LMP1 NFkB
COc1ccccc1NC(=O)CSc1ccc(-c2cccs2)nn1,3.7,-3.9,-4.5,6.9,-1.0,26.1,-0.9,3.2,-13.7,16.3,4.5
CC(=O)Nc1nc(-c2cccc3ccccc23)cs1,6.3,1.0,8.3,6.0,-11.9,-3.7,-13.6,-3.4,-28.6,-22.1,-0.1
COc1ccc(S(N)(=O)=O)cc1C(=O)NCC(C)(C)N1CCOCC1,8.3,8.6,8.6,15.0,-6.2,27.8,-0.1,-0.1,15.8,9.8,-1.4
Cc1ccc2c(cnn2C(=O)CCCC(=O)NC(C)c2ccccc2)c1 (centres undefined),-3.7,-13.9,2.8,-1.6,-4.2,-15.6,1.0,-1.1,9.6,0.0,-11.3
CCOc1cc(/C=C2/C(=N)N3N=C(C)SC3=NC2=O)ccc1OS(=O)(=O)c1ccc(C)cc1,-12.2,-10.4,2.5,-10.0,-13.3,3.4,-8.0,-3.0,-36.9,1.8,-1.1
COc1cccc(-c2noc(CCCC(=O)N3CCOCC3)n2)c1,2.4,-9.0,-6.8,-3.3,-2.4,-10.4,-2.0,1.8,-36.4,8.8,4.8
COc1ccccc1CNC(c1ccccc1)c1ccccc1,-2.5,10.2,-0.2,19.0,-13.3,-2.1,-0.4,11.5,6.6,-2.6,-1.0
COc1ccc([C@H]2CC(=O)C=C(c3ccc(-c4ccccc4)cc3)C2)cc1OC,-6.0,7.9,-10.9,-3.4,13.4,-8.1,1.7,-17.3,0.9,1.0,17.8
O=C(O)C1CCCCC1C(=O)Nc1cnn(Cc2ccccc2)c1 (centres undefined),-6.9,-12.1,2.1,.,6.2,-20.4,-7.5,2.0,8.6,11.1,-9.3
Cc1ccc(-c2nnn(CC(=O)Nc3ccc(S(=O)(=O)N4CCC(C)CC4)cc3)n2)cc1,-10.5,4.9,1.4,-1.7,32.0,4.6,4.0,8.7,3.4,-2.9,-6.4
Cc1ccc(S(=O)(=O)N2CCc3ccccc3C2)cc1C,-6.6,1.4,-4.3,-9.4,-2.8,-1.7,12.7,15.7,19.4,16.7,8.0
O=C(CSc1nc(-c2ccccc2)nc2ccccc12)Nc1nccs1,7.9,-18.5,5.8,14.7,-6.8,3.5,-11.1,-6.6,-2.2,21.6,-0.5
O=C(CCN1CCOCC1)c1ccc(N2CCCCC2)cc1,5.4,31.6,2.7,7.8,-4.0,7.2,10.8,59.7*,62.7*,24.1,2.0
CNC(=S)NC1CC2CCCC(C1)N2Cc1ccc(C)cc1 (centres undefined),2.5,0.3,0.2,15.8,2.3,-3.7,5.1,-24.6,0.4,19.4,-3.0
CCSc1nc2ccccc2c(=O)n1Cc1ccc(F)cc1,-0.1,10.3,2.8,-8.4,2.0,-7.2,-2.2,-20.5,-8.2,18.0,-3.1
COc1ccc(C2CC(c3cccs3)=NN2C(=S)Nc2ccccc2)cc1OC (centres undefined),-10.5,-19.0,-1.3,3.4,-4.1,-40.8,7.4,-22.5,-3.3,-10.6,-11.8
Cn1[nH]c(CSc2ccc(Cl)cc2)cc1=O,-4.3,-12.1,-0.5,?,1.2,-10.1,1.3,3.6,-1.6,5.8,-10.3
CN1CCN(S(=O)(=O)c2ccc(C(=O)NC3CCCCC3)cc2)CC1,-1.0,9.1,-4.8,6.4,-4.2,-0.1,-6.6,-11.0,-8.0,-14.4,-11.9
C[C@H]1CN([C@@H](C)CO)S(=O)(=O)c2ccc(C#CC3CC3)cc2O[C@H]1CN(C)C(=O)c1cccnc1,0.0,1.8,7.4,-3.1,-15.0,-0.1,-7.1,-7.6,1.0,6.6,-8.8
CC(C)c1cc(C(=O)O)n[nH]1,-1.9,9.4,-4.5,1.4,-12.0,-2.3,-2.8,-4.9,4.4,19.7,3.3
CCSC1=C(C#N)C2(CCCCC2)C(C#N)=C(N)N1,-4.4,-5.5,-6.0,-2.9,3.9,-15.8,-12.9,6.2,0.2,-18.7,0.8
Cc1ccccc1C(=O)Nc1cccc(NC(=O)c2cccnc2)c1,-6.0,-14.1,3.6,-4.8,-2.3,-5.9,0.6,6.1,-8.4,22.9,-2.5
O=C(NCC(=O)N1CC=C(c2ccccc2)CC1)c1ccc(F)cc1,8.1,-26.1,8.3,3.8,1.9,1.1,-54.5,9.3,10.6,-5.2,12.8
Cc1csc(N2CCCC2c2nc3cc(Cl)c(N4CCCCC4)cc3n2CCCO)n1 (centres undefined),-0.2,-6.7,5.8,.,4.5,-0.7,-1.4,-23.9,2.9,-1.1,-0.8
COc1ccc(OC)c(NC(=O)C(C)Oc2ccc(Br)cc2)c1 (centres undefined),-7.0,6.3,.,1.4,2.3,-2.7,1.1,11.1,8.5,6.2,2.6
COc1ccc2c(c1)CC=C1C2CCC2(C)C(=O)C(=NO)CC12 (centres undefined),7.8,-6.2,-8.2,19.4,10.6,-30.0,-26.2,-11.2,-38.4,-10.6,-0.9
CCC(CC)c1nnc(NC(=O)C2CC(=O)N(CCc3ccc(OC)c(OC)c3)C2)s1 (centres undefined),-3.1,14.4,-11.0,-6.5,11.8,13.3,-65.4,18.8,17.9,-3.0,7.3
CN(C)S(=O)(=O)c1cccc(C(=O)NCCc2ccccc2)c1,-7.9,-135.1,-2.4,-2.7,4.3,23.7,-113.0,-36.0,-69.8,-70.7,-0.7
COc1ccc(/C=N/Nc2ncccc2[N+](=O)[O-])c(OC)c1,0.5,-77.9,11.4,-4.7,7.4,51.7*,-31.6,-10.0,1.5,-22.5,-8.7
C[C@@H]1CC[C@@]2(OC1)O[C@H]1C[C@H]3[C@@H]4CC=C5C[C@@H](O)[C@H](O)C[C@]5(C)C4CC[C@]3(C)[C@H]1[C@@H]2C (some centres undefined),-6.0,-3.1,-0.7,-0.9,26.9,11.5,12.4,4.5,11.1,4.2,-1.8
CCn1c(NC(=S)Nc2ccccc2)nc2ccccc21,-6.0,-25.1,-6.9,-2.9,-9.3,-30.3,-40.3,-5.0,-25.3,-60.9,-7.1
Cn1c(=O)c2c(nc(CN3CCC(C(N)=O)CC3)n2Cc2ccccc2Cl)n(C)c1=O,9.3,0.5,-7.7,2.6,-5.7,4.8,-7.1,-24.3,-28.1,3.1,-11.1
O=C(NCc1ccc(F)cc1)c1cccnc1C(=O)O,3.8,4.5,2.2,-12.3,-7.6,11.3,7.4,5.5,-9.5,2.7,6.3
Cc1cccc(C(=O)NC(=S)NNC(=O)Cc2ccccc2)c1,1.3,-44.6,-0.7,3.1,5.6,-46.2,9.2,-10.1,-34.3,0.5,5.4
Nc1c(C(=O)CSc2nnnn2-c2ccccc2)c(=O)[nH]c(=O)n1C1CC1,5.8,6.8,4.4,-3.2,-19.7,-9.4,0.8,-0.4,-3.4,5.0,2.5
COc1ccccc1C(=O)Nc1ccccc1N1CCCCC1,-3.9,9.8,-2.6,-10.8,9.4,9.5,7.1,-5.5,33.7,-7.9,9.5
COc1ccc(-c2nc(CS(=O)CC(=O)N3CCCC3)c(C)o2)cc1 (centres undefined),-1.3,6.2,0.3,1.6,-8.1,-6.0,-4.2,6.3,3.2,-7.3,-3.9
COC(=O)c1ccc(COC(=O)c2cccnc2Cl)cc1,2.4,-7.6,-6.4,-2.2,9.3,-27.7,-35.1,-3.9,-41.9,-1.9,-7.3
COc1cc2c(cc1OC)C(C1C(=O)CCCC1=O)N(C(=O)CCl)CC2 (centres undefined),-2.0,35.0,1.2,-8.5,-3.9,-6.6,-14.1,14.8,17.9,-7.3,-3.6
Cc1cccc(Nc2nc(N)nc(CN3CCN(c4ccccc4)CC3)n2)c1,-10.8,-7.2,3.4,-9.0,-1.7,3.6,11.0,2.7,-2.8,9.7,10.1
O=C(CP(=O)(O)CC(=O)c1ccccc1)c1ccccc1,-5.5,5.8,-4.1,-3.8,-3.8,5.3,6.8,26.9,-9.6,-1.2,1.1
COc1cc(OC)cc(-c2c(C#Cc3ccsc3)c3cc(-c4cc(F)cc(F)c4)ccc3n2C)c1,9.2,17.8,6.8,22.0,4.7,1.3,-6.2,3.8,-32.8,-7.6,-5.8
COc1ccc(OC)c(NC(=O)c2cnn(-c3ccccc3Cl)c2NC(=O)c2ccco2)c1,-3.0,18.8,-2.6,0.9,2.5,6.0,-10.0,-9.5,2.3,7.3,-0.9
CC(C#N)OC(=O)c1cccnc1SCC(=O)Nc1ccc2c(c1)OCO2 (centres undefined),-7.5,13.5,-4.1,-10.0,4.6,-5.5,-20.3,3.0,-0.5,-8.7,-24.9
Cc1ccc(N(CCC#N)C(=O)COC(=O)c2ccccn2)cc1,10.3,15.2,5.2,5.0,-3.9,-2.6,7.7,7.7,-8.2,5.9,-3.8

# Complete entries, quoted from the list. Order of values: NOD2-RIPK2 inh	NR5A2 inv ag	TLR9-MyD88 inh	Vif imaging	TRAIL sens C8	TROY signal inh	SRC1 inh	NR2F2 inh	SRC2 inh	NCOA3 inh	EBV LMP1 NFkB
# Cc1ccc(-c2nnn(CC(=O)Nc3ccc(S(=O)(=O)N4CCC(C)CC4)cc3)n2)cc1 in the list: -10.5	4.9	1.4	-1.7	32.0	4.6	4.0	8.7	3.4	-2.9	-6.4
# Cc1ccccc1C(=O)Nc1cccc(NC(=O)c2cccnc2)c1 in the list: -6.0	-14.1	3.6	-4.8	-2.3	-5.9	0.6	6.1	-8.4	22.9	-2.5
# COc1ccc([C@H]2CC(=O)C=C(c3ccc(-c4ccccc4)cc3)C2)cc1OC in the list: -6.0	7.9	-10.9	-3.4	13.4	-8.1	1.7	-17.3	0.9	1.0	17.8
# COc1cccc(-c2noc(CCCC(=O)N3CCOCC3)n2)c1 in the list: 2.4	-9.0	-6.8	-3.3	-2.4	-10.4	-2.0	1.8	-36.4	8.8	4.8
# COC(=O)c1ccc(COC(=O)c2cccnc2Cl)cc1 in the list: 2.4	-7.6	-6.4	-2.2	9.3	-27.7	-35.1	-3.9	-41.9	-1.9	-7.3
